Screens as filed in PubChem BioAssay.
procasp7 counter: counter-screen for procaspase-3 activators: activators of human procaspase-7. activation, % at 8.5 µM. P55210. recombinant procaspase-7, Ac-DEVD-pNA absorbance 405 nm; D23A/D198A/D206A triple mutant, cannot self-cleave; scale: DMSO 0, 5 µM enzyme 100. hit rate 0.093% among 330,000;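 active = percent activation above the screen-wide mean plus 3 SD, cut at about 25% in these data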
Target sequence (P55210 whole entry D23A/D198A/D206A): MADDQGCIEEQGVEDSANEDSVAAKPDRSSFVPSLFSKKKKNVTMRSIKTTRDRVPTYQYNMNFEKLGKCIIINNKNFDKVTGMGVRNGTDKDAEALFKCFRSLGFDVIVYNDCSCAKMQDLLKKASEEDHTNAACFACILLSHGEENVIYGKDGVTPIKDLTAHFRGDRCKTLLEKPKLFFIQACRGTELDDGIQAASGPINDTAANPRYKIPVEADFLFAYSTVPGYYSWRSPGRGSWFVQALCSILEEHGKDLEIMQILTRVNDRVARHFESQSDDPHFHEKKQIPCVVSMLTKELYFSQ
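buffer or medium = Zinc-free HEPES/NaCl buffer, pH 7.4 | material = Procaspase-7 triple mutant (PC-7 D3A) | input = 2 µM procaspase-7 mutant as dispensed | signal = Epi-absorbance of released pNA at 405 nm, two timepoints | timing = 1 h preincubation, 2 h reaction | replicates = singlicate compound testing | evaluation = % activation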
proCasp3 act: procaspase-3 (human) activation. P42574. activation, % at 8.5 µM. hit rate 0.11% among 330,000. recombinant procaspase-3 D3A, Ac-DEVD-pNA absorbance 405 nm;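 active = activation above the mean of all tested compounds plus 3 SD, cut at about 21% in these data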;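 note: 0% = DMSO alone and 100% = DMSO wells spiked with extra 5 µM PC-3 D3A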
Target sequence (P42574 whole entry D9A/D28A/D175A): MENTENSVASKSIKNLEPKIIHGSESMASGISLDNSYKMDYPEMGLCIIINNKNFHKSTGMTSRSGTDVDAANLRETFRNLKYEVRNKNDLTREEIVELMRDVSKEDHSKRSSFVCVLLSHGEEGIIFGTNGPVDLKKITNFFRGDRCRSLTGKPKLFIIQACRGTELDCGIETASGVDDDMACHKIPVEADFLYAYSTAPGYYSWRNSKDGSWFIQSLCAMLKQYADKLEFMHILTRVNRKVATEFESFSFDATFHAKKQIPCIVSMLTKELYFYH
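Test system: Procaspase-3 D3A mutant, all three cleavage aspartates alanine | Dosing: Single dose, 8.5 µM nominal compound, 0.8% DMSO | Schedule: 1 h preincubation, 2 h reaction | Technique: 405 nm absorbance of p-nitroaniline, reads at 0 and 120 min | Repeats: One well per compound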
AHR activator: activators of human aryl hydrocarbon receptor; activation, % at 5 µM; AID 2796; hit rate 2.5% among 320,000; AHR-responsive luciferase reporter cells, luminescence; in the data active = activation above about 47%;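 note: 0% = vehicle wells and 100% = reference agonist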
CIT2-GFP yeast: alters CIT2-GFP fluorescence in TOR pathway yeast screen. S. cerevisiae CIT2-GFP strain, flow cytometry, 3 h; 100 means same as DMSO wells. GFP response vs DMSO, % at 10 µM. hit rate 0.065% among 320,000;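 active = GFP response relative to DMSO above a set limit, near the screen mean plus 3 SD, cut at about 150% in these data; inconclusive = Fewer than 70 cells measured for a yeast strain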;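 note: ratio of well median GFP fluorescence to mean of DMSO wells on the plate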
RPL19A TOR yeast: yeast TOR pathway RPL19A-GFP modulation; S. cerevisiae RPL19A-GFP strain, flow cytometry, 3 h; stronger effect = lower value; hit rate 0.3% among 330,000; percent response vs DMSO, % at 10 µM;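 active = percent response vs DMSO below 50%; inconclusive = fewer than 70 events counted for the yeast strain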;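 note: median channel GFP fluorescence of the barcoded RPL19A-GFP strain; ratio of sample median GFP to plate DMSO average so 100% = DMSO; lower means less RPL19A-GFP as with rapamycin TOR inhibition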
MEP2 TOR yeast: modulators of TOR pathway MEP2-GFP in S. cerevisiae; AID 2016; GFP response vs DMSO, % at 10 µM; S. cerevisiae MEP2-GFP strain, flow cytometry GFP, 3 h; 100% = DMSO control level; hit rate 0.51% among 330,000;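 active = GFP response versus DMSO above a set limit, roughly screen mean plus 3 SD, cut at about 180% in these data; inconclusive = fewer than 70 cells counted for a yeast strain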;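 note: median GFP fluorescence of the barcode-gated MEP2-GFP cells per well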
AGP1 TOR yeast: yeast TOR pathway AGP1-GFP modulation; S. cerevisiae AGP1-GFP multiplex flow cytometry, 3 h; GFP as percent of DMSO wells; hit rate 0.02% among 320,000; GFP response vs DMSO, % at 10 µM; AID 2066;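 active = GFP response relative to DMSO above a set limit, near screen average plus 3 SD, cut at about 150% in these data; inconclusive = fewer than 70 cells counted for the yeast strain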;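 note: median GFP channel fluorescence of the gated AGP1 strain per well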
LAP4 TOR yeast: modulators of TOR pathway LAP4-GFP in S. cerevisiae | S. cerevisiae LAP4-GFP multiplex, flow cytometry GFP, 3 h; median GFP as percent of DMSO wells | GFP response vs DMSO, % at 10 µM | hit rate 0.34% among 320,000 | AID 2023;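 active = GFP response vs DMSO above a set limit, about the screen mean plus 3 SD, cut at about 150% in these data; inconclusive = under 70 cell events counted for the yeast strain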
The depositor's hits bear a star; ? = inconclusive; . = no result given; [ ] = remark or other dose.

SMILES	procasp7 counter	proCasp3 act	AHR activator	CIT2-GFP yeast	RPL19A TOR yeast	MEP2 TOR yeast	AGP1 TOR yeast	LAP4 TOR yeast
O=C(C[n+]1cn(C(F)F)c2ccccc21)c1ccc(Br)cc1	-23	1	44	100	106	108	99	96
Cc1nc2cc(C(F)(F)F)ccc2n1CCNc1nc(-c2cc(Cl)c(N)c(Cl)c2)cs1	-6	2	31	78	96	101	90	132
O=Cc1cn(CC(=O)N2CCCc3ccccc32)c2ccccc12	1	-3	4	88	95	93	101	94
O=C(NCc1nnc(SCC(=O)N2CCN(c3ccccc3)CC2)o1)c1ccccc1	-2	-1	-2	.	110	167	92	94
COc1ccc(/C=C/c2nc3ccccc3c(=O)o2)cc1	-5	5	0	111	100	95	98	96
N=c1n(CCc2ccccc2)c2ccccc2n1Cc1ccccc1F	-7	-16	21	104	106	103	102	96
C/C(=N\NC(=O)C1CC1(c1ccccc1)c1ccccc1)c1cccc([N+](=O)[O-])c1 (configuration not stated)	-7	0	1	96	104	106	97	95
Cc1ccc(-n2nnnc2SCC(=O)c2cc(C)n(-c3cc(C)on3)c2C)cc1	2	-7	-2	96	94	95	96	102
Cc1cc(C)c(S(C)(=O)=O)c(N(C)NC(=O)c2c(F)cccc2F)n1	2	1	1	105	101	97	105	97
CN(C)c1ccc(/C=N/NC(=O)c2cccc(C(=O)N/N=C/c3ccc(N(C)C)cc3)n2)cc1	-5	-1	9	105	108	106	106	91
O=C1NC(=S)N/C1=C\c1cccnc1	6	-26	-4	107	101	107	111	108
OCc1nc2c(ccc3ccccc32)[nH]1	-6	-6	13	100	101	101	101	87
CC1CCC(NC(=O)C2CCC(CNS(=O)(=O)c3cccc4cccnc34)CC2)CC1 (configuration not stated)	-1	1	3	104	102	105	106	106
O=C(CNc1n[nH]c(=O)[nH]c1=O)N/N=C/C1CC=CCC1 (configuration not stated)	9	2	0	97	100	101	103	95
COc1ccc(CNC(=O)c2cnccn2)cc1	-6	-7	1	86	92	90	94	90
Cc1[nH]c2ccccc2c1C(C[N+](=O)[O-])c1cccs1 (configuration not stated)	-5	-9	6	101	104	100	97	96
O=C(Nc1ccon1)c1nc[nH]c1C(=O)N1CCc2ccccc2C1	10	6	-12	104	100	99	107	97
CCOC(=O)C1=C(COC(=O)c2ccc([N+](=O)[O-])o2)NC(=O)NC1C (configuration not stated)	2	-1	0	96	97	101	105	109
O=C(O)[C@H](Cc1ccccc1)NC(=O)N1CCN(c2ccc(F)cc2)CC1	-1	2	0	109	98	95	100	89
CC(C)(C)OC(=O)NCCCC1=CC2=CC(=O)C(C)(OC(=O)c3ccco3)C(=O)C2=CO1 (configuration not stated)	2	3	-1	119	98	98	94	138
CCOC(=O)c1cnc(-c2ccccc2)nc1Oc1ccc(C)cc1	3	9	0	104	102	107	106	109
O=C(CSc1nnnn1-c1ccc(Cl)cc1)N1CCNC1=O	12	9	1	115	102	110	105	91
CCn1c(=O)[nH]c2ccccc2c1=O	1	-9	0	96	98	103	100	100
CN(Cc1ccccc1)C(=O)c1nc[nH]c1C(=O)N1CCN(c2ccccc2)CC1	-3	5	0	99	104	102	101	98
CC(=O)NC(=S)Nc1ccc(N2CCOCC2)c(S(=O)(=O)Nc2cc(Cl)ccc2Cl)c1	-1	1	2	84	97	100	91	104
COc1ccc(NC2CCCN(C(=O)c3cccs3)C2)cc1 (configuration not stated)	2	-2	3	103	102	114	101	100
O=c1oc(CCCO)cc2ccc(C#Cc3ccsc3)cc12	0	0	-4	94	94	91	65	113
Cc1ccc2cc(C)c(NCCO)nc2c1	-11	1	19	107	110	109	108	108
COc1ccc(Cl)cc1C(=O)NC(=S)Nc1nc(C)cc(C)n1	-2	4	9	96	99	97	104	130
CN1CCN(C(=O)c2ccc(COc3cc(Cl)ccc3Cl)o2)CC1	12	-6	6	110	105	104	104	99
CCOC(=O)c1sc(NC(=O)/C=C/c2cnn(C)c2C)c(C(=O)OC(C)C)c1C	-10	1	-2	100	98	110	102	105
Cc1ccc(S(=O)(=O)NN=C2CCN(Cc3ccccc3)CC2)cc1	2	14	1	99	100	103	102	93
O=S(=O)(c1ccc(F)cc1)N1CCCC1	-9	-1	4	109	109	109	102	102
CCc1ccc(NC(=O)COC(=O)CCCC2=NS(=O)(=O)c3ccccc3N2)cc1	-2	6	3	98	91	99	91	95
CCOC(=O)C(=O)N1CCC(Cc2ccccc2)CC1	1	-2	3	100	105	91	98	111
COC(=O)C1=C(C)NC(=O)NC1c1ccc(OCC(=O)N2CCCCC2)cc1 (configuration not stated)	-5	5	3	88	93	92	98	91
CC1CCCN(c2ccc3nc4ccccc4c(=O)n3n2)C1 (configuration not stated)	4	-2	-8	87	95	93	93	110
CC(=O)Nc1ccc(C(=O)COC(=O)Cc2ccsc2)c(F)c1	1	-7	0	102	102	105	102	98
COc1cc(CN/C(C)=C(\C#N)C(N)=O)cc(OC)c1OC	-4	-5	-2	99	103	106	106	105
CCOC(=O)C1Sc2ccccc2NC1=O (configuration not stated)	-4	3	7	98	98	97	93	94
CCCNC(=S)NNC(=O)c1cc(C2CC2)nc2ccccc12	-5	-1	18	91	107	94	92	81
CC(C)c1ccc(CSc2ccc(S(=O)(=O)N3CCOCC3)cn2)cc1	-25	-9	2	101	102	104	107	103
Cc1cc(C)cc(-n2nnnc2SCC(=O)Nc2cccc(NC(=O)c3ccco3)c2)c1	2	6	36	90	99	94	99	94
O=C(CCNS(=O)(=O)c1ccccc1)NNC(=O)C1COc2ccccc2O1 (configuration not stated)	9	-1	-3	102	101	101	106	111
Cc1cccc(C)c1NCc1n[nH]c(=S)n1-c1ccccc1	-3	-7	1	103	100	103	101	98
COc1cccc(CN(C(=O)c2ccco2)C2CCS(=O)(=O)C2)c1 (configuration not stated)	-7	1	4	99	110	110	111	100
Cc1cccc(OCC(=O)Nc2ccccc2N2CCCCC2)c1	-9	5	2	98	93	107	92	94
O=C1CS/C(=N/N=C2CCCC2)N1	4	-5	7	98	105	96	94	85
O=C(OCCN=C1NS(=O)(=O)c2ccccc21)c1cccc([N+](=O)[O-])c1	1	-6	-4	106	103	104	96	99
COc1ccc(-n2cnnc2SCC(=O)Nc2ccccc2F)cc1	3	1	-1	93	103	105	107	110
O=C(OCCNc1nc(-c2ccccc2)nc2ccccc12)c1ccncc1	5	4	47*	100	104	101	96	86
Clc1ccc2c(NNc3ccccc3Cl)ccnc2c1	1	-3	30	94	97	100	103	101
CN(C)c1nnc(-c2ccc(Cl)cc2)o1	9	5	-4	102	95	91	100	100
CCC(C)[C@H]1CNCCN1CCC12CC3CC(CC(C3)C1)C2 (some centres not stated)	12	8	-3	100	102	107	103	102
COc1ccc(NC(=O)NC(C)c2ccc3c(c2)OCO3)c(OC)c1 (configuration not stated)	-3	-3	15	105	108	100	106	101
Cn1nc(C(=O)N2CCN(S(=O)(=O)c3ccccc3)CC2)c2ccccc2c1=O	-9	-1	4	106	103	86	96	103
COc1c(C)cc(C(=O)C2CCCN(Cc3cnc(N4CCOCC4)s3)C2)cc1C (configuration not stated)	-2	-1	1	91	102	113	103	114
COc1ccccc1N(CC(=O)N/N=C/c1ccc(OCC(=O)NCc2ccco2)cc1)S(=O)(=O)c1ccc(C)cc1	-5	7	2	100	92	85	94	89
COc1ccc(N(CC(=O)NC2CCCCC2)C(=O)c2snc(C(N)=O)c2N)cc1	-13	-4	4	99	103	102	100	90
CCN(CC)S(=O)(=O)c1ccc(O)c(NC(=O)c2ccc(N3CCOCC3)c([N+](=O)[O-])c2)c1	-11	-12	4	103	110	104	103	98
Carrying on:
SMILES	procasp7 counter	proCasp3 act	AHR activator	CIT2-GFP yeast	RPL19A TOR yeast	MEP2 TOR yeast	AGP1 TOR yeast	LAP4 TOR yeast
COC(=O)C1CCCN1S(=O)(=O)c1ccc([N+](=O)[O-])cc1 (configuration not stated)	6	0	1	104	104	104	98	88
CCOC(=O)c1cc(-c2ccccc2)nn1CC1CC(c2cccnc2)=NO1 (configuration not stated)	0	2	0	92	102	92	88	100
Cc1ccc(SCCNC(=S)Nc2cc(C)ccc2C)cc1	-11	-4	6	99	98	91	94	108
Cc1nn(CC(=O)Nc2cc(S(=O)(=O)N(C)C)ccc2Cl)c(C)c1[N+](=O)[O-]	7	-1	2	96	105	108	98	102
COc1ccc(/C=N/NC(=O)c2ccc(=O)n(C)c2)cc1OC	-8	6	8	103	108	107	101	90
Cc1cc(NC(=O)CCC(=O)N(C(C(=O)NC(C)(C)C)c2ccccc2Cl)C(C)(C)C)no1 (configuration not stated)	7	-7	-2	109	106	104	104	104
S=C1SCN(CC2CC2)CN1CC1CC1	4	0	13	92	95	98	108	120
CC1CCCCC1NC(=O)COC(=O)c1ccccn1 (configuration not stated)	4	1	1	122	96	102	76	96
O=C(Nc1ccc(NC(=O)c2ccccc2F)cn1)c1ccco1	6	0	-4	98	102	106	97	103
CC1=C(C(=O)Nc2ccc(C)cc2)C(c2ccc(N(C)C)cc2)NC(=O)N1 (configuration not stated)	1	9	0	97	94	93	96	90
CCCCOc1ccccc1-c1cc(C(=O)O)[nH]n1	-11	-3	2	106	103	106	106	108
CCSC1=C(C#N)C2(CCCC2)C(C#N)=C(N)N1	-6	11	-1	90	99	94	104	99

3 compounds from above, ordered by the number in proCasp3 act, ascending.
smiles	proCasp3 act
CCCCOc1ccccc1-c1cc(C(=O)O)[nH]n1	-3
Cc1nn(CC(=O)Nc2cc(S(=O)(=O)N(C)C)ccc2Cl)c(C)c1[N+](=O)[O-]	-1
S=C1SCN(CC2CC2)CN1CC1CC1	0

Results in MEP2 TOR yeast, RPL19A TOR yeast and AHR activator, for some of the entries so far:
compound,MEP2 TOR yeast,RPL19A TOR yeast,AHR activator
Clc1ccc2c(NNc3ccccc3Cl)ccnc2c1,100,97,30
CN(C)c1nnc(-c2ccc(Cl)cc2)o1,91,95,-4

Later entries:
SMILES	procasp7 counter	proCasp3 act	AHR activator	CIT2-GFP yeast	RPL19A TOR yeast	MEP2 TOR yeast	AGP1 TOR yeast	LAP4 TOR yeast
CN(C(=O)C1CCC(=O)N(CCCN2CCCC2=O)C1)C(C1CC1)C1CC1 (configuration not stated)	-2	1	2	99	97	100	99	106
O=C(CCCCCNC(=O)N1CCn2c1nc1ccccc12)NCc1ccc(Cl)cc1	-3	3	3	98	99	105	97	91
O=S(=O)(NCc1ccccn1)c1ccc(Cl)s1	5	-6	0	92	95	105	97	101
CCOC(=O)c1c(-c2ccccc2)n(C)c2ccc(O)cc12	7	0	9	96	95	100	93	104
COc1cccc(NC(=O)NC2CCCCCCC2)c1	13	7	12	97	91	88	97	105
COc1ccccc1Oc1ccc2c(c1)C(=O)N(c1ccc(O)cc1)C2=O	2	-1	0	94	97	99	97	98
Cc1nn(CCCC(=O)NC2CCC(C)CC2)c(=O)c2nn(-c3ccccc3)c(C)c12 (configuration not stated)	-4	11	-1	95	97	100	96	92
CSC1=C(C#N)C(c2ccccc2C)C(C#N)=C(N)N1 (configuration not stated)	-7	-1	1	?	?	80[may fluoresce red and violet]	?	79[may fluoresce red and violet]
